BaF3 parental – parental Ba/F3 cell viability inhibition, counter-screen for JAK2V617F inhibitor project, murine pro-B, CellTiter-Glo luminescence. CellTiter-Glo ATP luminescence. inhibition, % at 5.6 µM. 220,000 tested, 1.1% active. AID 1486, 2009;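 active = inhibition above a per-campaign cutoff, the mean inhibition of all tested compounds plus 3 SD, cut at about 27% in these data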;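 note: 0% = DMSO wells and 100% = JAK Inhibitor I control wells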
PPC-1+TRAIL kill – compounds killing PPC-1 cancer cells with TRAIL present, primary screen, TRAIL potentiator project, ATPLite luminescence, uHTS | cell killing (% activity), % at 4 µM | PPC-1 cells + TRAIL, ATPLite viability luminescence | 220,000 tested, 0.41% active;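 active = cell killing above 50% in the first pass at 4 µM, then a duplicate retest at 5 µM averaging 50% or more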;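 note: plate controls were cells with TRAIL plus DMSO for no effect and medium-only wells lacking cells for full effect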
RBBP9 inhibitor – human RBBP9 inhibitors, primary screen, biochemical, fluorescence polarization, FP-Rh probe, HTS; Serine hydrolase RBBP9 (Homo sapiens), O75884; recombinant RBBP9; inhibition, % at 7.94 µM; 220,000 tested, 0.2% active; AID 1515, 2009;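 active = inhibition above the campaign mean of all tested compounds plus 3 SD, cut at about 14% in these data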;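 note: plate controls were DMSO wells with RBBP9 for no effect and wells lacking RBBP9 protein for full effect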
Target sequence (O75884 whole entry, looked up): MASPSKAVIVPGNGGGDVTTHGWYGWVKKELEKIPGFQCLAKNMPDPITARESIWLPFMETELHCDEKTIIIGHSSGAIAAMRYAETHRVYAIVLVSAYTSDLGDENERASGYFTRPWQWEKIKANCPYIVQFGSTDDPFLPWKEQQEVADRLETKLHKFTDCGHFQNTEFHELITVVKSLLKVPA
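Test system – recombinant human RBBP9 · Input – RBBP9 2.5 µM in dispensing solution, pre-mixing · Medium – Tris buffer pH 8.0, NaCl, Pluronic · Schedule – preincubation 30 min plus labeling 45 min at 25 °C · Measured by – fluorescence polarization · Measure – % inhibition · Controls – DMSO and no-protein wells · Replicates – one well per compound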
Wee1 stabilizer – Wee1 degradation inhibitors, primary screen, cell-based, HeLa, Wee1K328M-luciferase, luminescence; HeLa Luc-Wee1K328M stability; 100% = proteasome inhibitor MG132 effect; 220,000 tested, 1.2% active; reporter increase, % at 5 µM;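 active = activation above the mean of all tested compounds plus 3 SD, set per screening run, cut at about 8.8% in these data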;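 note: cells exposed to compound for 20 h before luminescence read; 0% = DMSO alone and 100% = MG132 at 30 µM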
Target sequence (P30291 whole entry K328M): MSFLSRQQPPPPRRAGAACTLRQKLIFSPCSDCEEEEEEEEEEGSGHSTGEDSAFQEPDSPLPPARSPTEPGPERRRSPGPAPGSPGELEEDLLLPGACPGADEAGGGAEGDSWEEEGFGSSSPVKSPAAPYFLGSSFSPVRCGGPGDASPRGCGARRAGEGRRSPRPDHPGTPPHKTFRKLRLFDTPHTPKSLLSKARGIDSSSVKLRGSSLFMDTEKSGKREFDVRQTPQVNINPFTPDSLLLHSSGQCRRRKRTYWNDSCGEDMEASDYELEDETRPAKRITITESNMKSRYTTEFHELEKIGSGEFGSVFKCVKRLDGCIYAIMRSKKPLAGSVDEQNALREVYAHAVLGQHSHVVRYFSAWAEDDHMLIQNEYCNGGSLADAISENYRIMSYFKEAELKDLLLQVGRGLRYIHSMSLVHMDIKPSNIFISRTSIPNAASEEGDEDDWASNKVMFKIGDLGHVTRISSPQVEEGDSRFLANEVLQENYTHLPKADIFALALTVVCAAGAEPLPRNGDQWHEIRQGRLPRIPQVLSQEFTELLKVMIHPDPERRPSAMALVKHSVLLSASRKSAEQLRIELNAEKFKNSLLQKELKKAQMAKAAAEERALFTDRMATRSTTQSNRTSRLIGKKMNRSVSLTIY
TNF death inh – inhibitors of TNF-alpha triggered necroptosis, primary screen, cell-based, Jurkat FADD-/-, single concentration | Jurkat FADD-/- TNF necroptosis rescue, ATP luminescence, 24 h; 0 = TNF only, 100 = no-TNF cells | 220,000 tested, 0.068% active | activation (protection from cell death), % at 10 µM | AID 463075, 2010;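 active = activation, meaning protection from cell death, of at least 50% relative to plate controls; inactive = activation below 50%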;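 note: necroptosis triggered by 40 ng/mL TNF-alpha added together with compound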
CHOP inh – inhibitors of CHOP promoter induction, primary screen, cell-based, unfolded protein response, luciferase reporter. CHO-K1 CHOP-promoter luciferase, tunicamycin-induced, 15-18 h. inhibition, % at 10 µM. 220,000 tested, 3.8% active. AID 2732, 2010;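 active = compounds that reduced the stress-induced luciferase reporter signal by more than about 70% of percent inhibition, limit read from the data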;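 note: 0% = tunicamycin plus vehicle and 100% = wells without tunicamycin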
TRPML3 ag – human TRPML3 channel agonists, primary screen, cell-based, HEK293 TRPML3-YFP, Fluo-8 calcium fluorescence, 3 µM; 100% = the carbachol control signal; activation, % at 3 µM; 220,000 tested, 0.29% active;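 active = activation above its plate's cutoff, the mean activation of the plate's test wells plus 3 SD, cut at about 12% in these data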;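 note: 0% = DMSO only wells and 100% = carbachol wells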
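Material: HEK293 cells stably carrying human TRPML3-YFP; compound dosing: single dose, 3 µM final nominal compound, 0.3% DMSO final; incubation: 1-h 37 °C dye load, 5-s basal, 120-s post-compound reads; technique: Fluo-8 intracellular calcium fluorescence, excitation 470-495 nm, emission 515-575 nm; read-out basis: percent activation from peak-to-basal fluorescence ratio, scaled between DMSO and carbachol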
zfTRPN1 agonist – zebrafish TRPN1 channel agonists, primary screen, cell-based, HEK293, calcium fluorescence; HEK293 zebrafish TRPN1-YFP, Fluo-8 calcium fluorescence; 100% = response to 87 µM carbachol; activation, % at 3 µM; 220,000 tested, 0.18% active;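 active = activation above its plate's cutoff, the mean activation of test wells on that plate plus 3 SD, cut at about 19% in these data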;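 note: 0% = DMSO alone and 100% = 87 µM carbachol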
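Material – zebrafish TRPN1-YFP in HEK293 cells · Doses – 3 µM single point · Schedule – dye 1 h 37 °C plus 30 min RT · Signal – Fluo-8 calcium fluorescence, excitation 470-495 nm, emission 515-575 nm · Read-out – % activation versus carbachol response · Control set – carbachol high, DMSO low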
Ba/F3 V617F tox – reduced viability of JAK2V617F-dependent Ba/F3 cells, primary screen, JAK2V617F inhibitor project, cell-based, Ba/F3 EpoR-JAK2V617F, luminescence; ATP luminescence; 220,000 tested, 1.1% active; AID 1446, 2008; inhibition, % at 5.6 µM;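 active = inhibition above the campaign mean plus 3 SD over all tested compounds, cut at about 24% in these data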;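 note: cytokine-independent growth of Ba/F3 cells driven by EpoR plus mutant JAK2; 0% = DMSO-treated cells and 100% = JAK inhibitor I control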
An asterisk follows results filed as active; . = not tested or not shown; [ ] = dose if it differs, or a comment. An unsorted share of the library; any-hit rate near 6.8%.

SMILES	BaF3 parental	PPC-1+TRAIL kill	RBBP9 inhibitor	Wee1 stabilizer	TNF death inh	CHOP inh	TRPML3 ag	zfTRPN1 agonist	Ba/F3 V617F tox
O=C(N/C=C/c1ccco1)OCc1ccccc1	0	9	4	-1	0.6	37	0.7	-0.4	-3
NS(=O)(=O)c1ccc(CCN2C(=O)/C(=C\c3ccc(Cl)cc3)SC2=S)cc1	4	9	-2	0	1.4	62	1.0	1.4	0
CC1(C)CC(=O)C=C(NCCCN2CCCC2=O)C1	4	.	0	0	-1.3	.	0.4	1.2	-1
COc1ccc(OCC(O)CN2C(=O)c3ccccc3S2(=O)=O)cc1 (stereo not given)	0	14	2	4	0.8	-17	-0.1	-0.4	-4
Cc1cccc(Nc2nc(N)c([N+](=O)[O-])c(N3CCOCC3)n2)c1	5	22	-10	-2	3.8	16	-0.4	0.0	-1
O=C(Nc1ccc(N2CCOCC2)c(Cl)c1)c1ccccc1Cl	1	-2	-2	3	-0.2	2	0.1	-1.3	1
O=C(O)c1c[nH]c2ccc(S(=O)(=O)N3CCN(c4ccc(F)cc4)CC3)cc2c1=O	2	-30	-10	8	3.8	19	0.8	1.4	-1
C=CCO/N=C/C1=C(O)C(C(=O)OC)C(C)(C)CC1=O (stereo not given)	2	4	-4	6	-0.8	16	0.9	0.7	-1
COc1ccc(C2C3=C(CC(C)(C)CC3=O)Oc3ncn(Cc4ccccc4)c(=N)c32)cc1 (stereo not given)	4	7	-6	2	-0.7	26	0.2	-1.2	1
CCOC(=O)c1cc(-c2ccc(Cl)cc2)nc2c1c(C)nn2CCC#N	1	4	-8	4	-4.9	2	0.5	0.8	-4
O=C1CC(c2cccc(Br)c2)C2=C(COC2=O)N1 (stereo not given)	6	-10	-9	-2	-0.3	20	0.4	0.9	1
Cn1c(=O)c2c(nc(Sc3ncnn3CC(=O)NC(C)(C)C)n2C)n(C)c1=O	-1	-14	-12	10*	-0.2	100*	0.4	0.4	2
CCc1c(C#N)c(N)nc(SCC(=O)OCc2ccccc2)c1C#N	5	-2	3	-2	1.6	40	1.2	0.1	2
COCCNC(=O)CNS(=O)(=O)c1ccc2nc(C)sc2c1	2	2	-3	-1	-0.4	23	-0.6	0.2	1
COCCCNC(=O)CN(c1ccc(OC)cc1)S(=O)(=O)c1ccc(NC(C)=O)cc1	10	2	1	-3	-0.3	-8	-0.3	0.2	0
CCN1C(=O)/C(=C\N(C)C)c2ccccc21	-1	10	-9	3	-1.3	22	1.3	1.3	-2
Cc1ccc(/C=N/N2CCOCC2)s1	2	20	2	-1	-3.2	11	0.1	0.7	-2
CC(C)c1ccc(OCC(=O)N(c2ccccn2)C2CCCCC2)cc1	8	1	2	3	-0.5	38	1.5	-0.2	2
Cc1nc(CN(C)C(=O)c2cc(COc3ccc4ncccc4c3)on2)cs1	38*	0	-1	1	-6.7	51	4.9	9.7	16
CCOc1ccc(NC(=O)CC2C(=O)N(c3ccc(OC)cc3)C(=O)N2Cc2ccc(OC)cc2)cc1 (stereo not given)	4	2	-4	-2	-0.1	1	-1.0	-1.1	-1
c1ccc(Cc2noc(CN3CCC(CN4CCOCC4)CC3)n2)cc1	-1	-2	1	4	0.3	2	1.4	-0.4	-4
Cc1ccc(OCC(=O)N/N=C/c2cccn2C)cc1	6	-9	3	-1	-0.6	24	0.6	1.1	9
O=C(Nc1cccn2ncnc12)c1cccc(C(F)(F)F)c1	5	7	-3	3	-6.3	18	-0.1	-1.8	-3
Cc1cc(OC(=O)N2CCOCC2)cc(C)c1Cl	5	34	0	2	-0.1	-3	0.7	0.7	-2
O=C(CSc1cccc[n+]1[O-])CSc1cccc[n+]1[O-]	7	2	4	-3	-3.3	-33	1.4	0.7	6
Other records:
SMILES	BaF3 parental	PPC-1+TRAIL kill	RBBP9 inhibitor	Wee1 stabilizer	TNF death inh	CHOP inh	TRPML3 ag	zfTRPN1 agonist	Ba/F3 V617F tox
O=C(COc1ccc(/C=N/NS(=O)(=O)c2ccccc2)cc1)NCc1ccccc1	5	2	-3	-2	-1.5	-27	-0.4	0.8	3
O=C(CSc1nc(-c2ccccc2)c(-c2ccccc2)o1)NC1CCS(=O)(=O)C1 (stereo not given)	1	14	-5	-1	-1.9	12	0.0	-0.7	1
Cc1cccc(-n2cnc3cc(C(=O)N4CCCCC4)ccc32)c1	2	1	-2	6	0.9	23	0.1	1.8	-6
COc1ccc(CC(=O)NCc2nnc(SCC(=O)N3CCN(c4ccccc4)CC3)n2C)cc1	0	.	1	-3	-0.7	.	0.1	-0.6	-4
CCSc1sc(CC)cc1C=O	3	.	-10	3	0.0	8	0.6	0.9	4
OCCC1CN(Cc2ccon2)CCN1Cc1ccc(F)c(F)c1 (stereo not given)	3	18	-6	0	1.1	17	0.7	0.5	-2
O=C1c2cccnc2C(Nc2ccccc2)N1Cc1ccco1 (stereo not given)	3	-19	-2	0	-1.0	-9	0.7	0.1	-3
O=C(NCCc1c[nH]c2ccccc12)Nc1ccccc1	0	11	-8	-1	-0.2	24	0.1	-0.1	-1
Cn1nnnc1SCC(=O)N1CCN(Cc2ccccc2)CC1	-3	-1	-6	2	1.0	-4	0.6	0.4	-6
O=C(Nc1ccccc1O)c1nc(Cl)ccc1Cl	10	15	-5	0	0.2	1	-0.4	-0.7	-3
COc1ccc(OC)c(-c2cnc(OC(C)(C)C)nc2OC(C)(C)C)c1	7	14	-6	-2	-6.2	36	0.0	-0.8	1
CCCC(=O)NCc1cc(-c2nn(C)c(=O)c3ccccc23)ccc1OC	3	-15	-11	2	-3.6	-25	0.5	0.9	-1
Cc1c(Cl)cccc1NC(=O)CSC(N)=O	6	8	-6	-1	-8.2	31	0.8	-0.2	3
CCO[C@@H]1OC(C(=O)NCc2ccccc2)=C[C@H](c2cn(C(C)=O)c3ccccc23)[C@H]1CCCO	1	12	-4	-1	5.0	28	0.9	3.6	-1
O=C(NCC1CCCO1)C(c1cccs1)N(C(=O)Cn1nnc(-c2cccs2)n1)C1CCCC1 (stereo not given)	0	22	-7	0	-1.1	9	-0.1	0.2	4
COc1ccc(Oc2ccccc2C=O)cc1	3	17	5	3	-11	7	-0.3	-2.0	-1
O=C(C1=C[C@@H](C2CCCCC2)C[C@@H](OCCCCO)O1)N1CCOCC1	-1	5	3	-1	0.3	10	1.0	1.4	-5
Cc1cc(C)nc(N/N=C/C=C/c2ccccc2)n1	1	23	-8	8	3.3	-18	0.4	-0.1	2
O=C(CSc1ccc(-c2cccnc2)nn1)N1CCCC1	8	32	-4	4	1.4	-1	0.2	1.8	1
Cc1ccc(C(C(=O)NC(C)(C)C)N(CCCN2CCOCC2)C(=O)c2ccc(-c3ccccc3)[nH]2)o1 (stereo not given)	11	16	-9	2	1.5	7	0.4	1.6	2
CCCc1cc(-c2nc(-c3ccc(C)cc3)cs2)ccn1	5	17	-5	0	-3.5	40	-0.2	-0.5	-3
O=C(C1CCCN(S(=O)(=O)c2cccc3nonc23)C1)N1CCC(Cc2ccccc2)CC1 (stereo not given)	4	10	0	1	1.0	45	0.5	2.2	0
O=C(NC1CCCCC1)C1CCCN1S(=O)(=O)c1cccc2nsnc12 (stereo not given)	2	21	-10	-2	-4.1	-6	0.6	0.4	-2
O=C(c1cc(COc2ccc(F)cc2Cl)on1)N1CCC(c2ccncc2)CC1	2	17	1	7	-3.0	55	3.0	3.3	-1
O=C(CN1C(=O)c2cccc3cccc1c23)NCc1ccccn1	1	19	0	-1	0.2	15	0.0	0.0	-4
Next part.
SMILES	BaF3 parental	PPC-1+TRAIL kill	RBBP9 inhibitor	Wee1 stabilizer	TNF death inh	CHOP inh	TRPML3 ag	zfTRPN1 agonist	Ba/F3 V617F tox
CC(=O)Nc1ccc(S(=O)(=O)N2CCN(c3cc(C)nc4ncnn34)CC2)cc1	7	26	-5	4	0.4	-4	0.5	2.4	2
C/C=C/Cn1c(SCc2ccccc2)nc2c1c(=O)[nH]c(=O)n2C	3	5	-5	-1	-4.3	10	-0.1	-1.9	0
C=CCn1c(N)cc(=O)nc1SC(C)C(=O)Nc1cccc2ccccc12 (stereo not given)	3	15[5 µM]	4	-2	-0.4	11	0.0	-1.7	-3
NC(=S)c1ncc(C(F)(F)F)cc1Cl	-4	9	-9	-2	1.3	-17	0.0	1.3	2
Cc1ccc2cc(CCNC(=O)c3ccc(S(=O)(=O)N4CCCCC4)cc3)c(=O)[nH]c2c1	-2	1	2	4	6.1	20	0.7	2.4	-3
O=S(=O)(NCC(c1cccnc1)N1CCN(Cc2ccccc2)CC1)c1ccccc1 (stereo not given)	3	-7	2	0	1.1	-11	-0.1	-1.2	-3
O=C(Nc1cccc(Cl)c1N1CCCC1)c1cccc(-c2cc3ccccc3oc2=O)c1	2	8	-11	-2	0.5	3	1.3	1.0	1
Cn1c(CCNC(=O)C(C)(C)C)nc2ccccc21	0	-5	-6	0	0.6	20	-0.1	0.3	-2
Cc1ccc(S(=O)(=O)CC(=O)Nc2ccc(Cl)cn2)cc1	7	-2	-12	0	0.9	46	0.2	-1.5	-1
O=C(C[n+]1cc(-c2ccc(F)cc2)n2c1CCC2)Nc1nc(-c2ccccc2)cs1	10	19	8	-1	0.2	3	0.4	-0.9	2
CCCCCNC(=O)CN(c1ccc2c(c1)OCO2)S(C)(=O)=O	-1	0	-6	-3	0.4	16	0.5	0.9	3
CCOC(=O)CSc1nnc(CNc2nc(-c3ccccc3)cs2)n1C	6	5	-12	-1	-2.5	2	0.1	0.4	1
CC(C)(C)c1ccc(/C=C/C(=O)NC2CCS(=O)(=O)C2)cc1 (stereo not given)	3	9	-8	3	0.1	-9	0.8	-1.5	3
COc1ccc(Cn2c(-c3ccc(OC)cc3)nc3ccccc32)cc1	6	13	-7	3	-4.0	4	-0.1	0.5	4
Nc1ccccc1C(=O)NNC(=O)C(=O)/C=C(\O)c1ccccc1	0	24	-3	0	-4.7	-26	0.6	-1.2	1

Screening results (PubChem)
